# Screens deposited in PubChem BioAssay by National Center for Advancing Translational Sciences (NCATS).
# p53ts 32C tox – qHTS Screen for Compounds that Selectively Target Cancer Cells with p53 Mutations: Cytotoxicity of p53ts Cells at the Permissive Temperature; Potency, µM (series often up to 46.1 µM), inactives show at the highest dose activity change, negative = cytotoxicity, usual class: cytotoxic; H1299-p53A138V at 32C, ATP luminescence viability, 24 h; 0.93% of 130,000 active; AID 924, 2007;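 further: 0% = DMSO and -100% = full killing by reference compound; nearly all actives have a fitted effect of over 55% in size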
#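 H1299-p53 A138V cells (temperature-sensitive p53) exposed 24 h to up to 46 uM compound at 32C, where p53 is wild-type in conformation. Viability read as ATP luminescence and normalised to DMSO and 100 uM tamoxifen. AC50 fitted with the Hill equation.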
# p53ts 39C tox – qHTS Screen for Compounds that Selectively Target Cancer Cells with p53 Mutations: Cytotoxicity of p53ts Cells at the Nonpermissive Temperature; H1299-p53A138V viability at 39C, ATP luminescence, 24 h; Potency, µM (highest dose often 46.1 µM), for inactives: top-dose activity change, negative = cell killing, most hits filed as cytotoxic; 1.5% of 130,000 active; AID 902, 2007; further: nearly all actives have a fitted effect of over 55% in size
# IkB sig inh – IkB Signaling; ABC-DLBCL IkBa-CBG/CBR dual luciferase ratio, 4 h; response scale: scaled: untreated 0%, proteasome inhibitor 100%; Potency, µM (top dose mostly 57.1 µM), for the others: at the top dose IkBa stabilization activation; 0.04% of 110,000 active; AID 445, 2006; active means well fitted curve in the direction sought with a large enough effect in the signal ratio, not every such curve was filed as active; inconclusive means small, poorly fitted or top-dose-only effect, or a change in a side signal; the % refers to the signal ratio;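 further: the direction sought is a rising ratio; 0% = basal untreated cells and 100% = reference inhibitor full response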
#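 Curves were fitted separately to fusion (green), unfused (red) and ratio luminescence, then classed by r2, magnitude and activity. Cells: OCI-Ly3, 4 h compound plus doxycycline at 37C; 10 uM MG-132 defined full response.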
# Peg3 imprint – qHTS Assay for Compounds that Induce Erasure of Genomic Imprints. AID 1948, 2009. Potency, µM (top dose mostly 60.7 µM), inactives show at the top dose activity change, positive = activation, actives largely listed as activators. mouse ES Peg3-LacZ reporter, beta-gal luminescence, 40 h. 0.02% of 110,000 active;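 further: 0% = negative control wells on the plate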
#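 Imprint erasure is scored as LacZ activity from the silenced maternal Peg3 allele in feeder-free female ES cells cultured 40 h with LIF. Luminescence is normalized to in-plate negative controls and fitted to the Hill equation.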
# Starred values were filed as active, the others as inactive; ? = inconclusive; . = not tested or not shown; & = joins results of further samples; [ ] = remark or other dose. Unless noted, the call rests on the fitted dose curve; in most records, active means well fitted curve in the direction sought with a large enough effect; inconclusive means small, poorly fitted or top-dose-only effect, or another doubt; inactive means no such curve, though single readings can be large; an effect the other way counts as inactive or inconclusive. Unless noted, on the % scale 0 is the no-effect control and ±100 the full control effect; potency means the concentration at half of the fitted maximal effect.
smiles	Peg3 imprint	p53ts 39C tox	IkB sig inh	p53ts 32C tox
Cc1cccc(CCNC(=O)c2ccc3c(c2)N(Cc2ccccc2F)C(=O)c2ccccc2S3)c1	-14%[10.9 µM]	30%[activator]	1.1%	11%
Cc1ccc(-n2c(SCC(=O)OC(C)C)nnc2-c2ccccn2)cc1	-13%	-2%	1.0%	10%
CC(C)c1ccc(NC(=O)C2CCCN(S(=O)(=O)c3ccc4[nH]c(=O)ccc4c3)C2)cc1 (configuration not stated)	-10%[10.9 µM]	10µM*	-2.2%	?
CCC(C)[C@H](NC(=O)NCC1CCCO1)C(=O)OC (some centres not stated)	-1%	6%	1.7%	7%
CCN(CC)CCCN1C(=O)C(=O)/C(=C(/O)c2ccc3c(c2)OCCO3)C1c1ccco1 (configuration not stated)	-13%	8%	-1.6%	-20%
CCN(CC)C(=O)C1=C(C)Nc2nc3ccccc3n2C1c1cccc(Cl)c1 (configuration not stated)	-7%[10.9 µM]	8%	?	13%
Cc1cc(C)n(-c2nc(Nc3ccccc3C(F)(F)F)nc(-n3nc(C)cc3C)n2)n1	.	44%[activator]	.	-7%
CCN1C(=O)[C@H]2[C@H]3[C@H](O)[C@H](O)C/C(=N/OC[C@@H](O)COCc4ccco4)[C@@H]3CC[C@@H]2C1=O	.	-1%&-4%[9.22 µM]	.	4%&1%[9.22 µM]
Cc1cc(C)n(-c2nnc(C)n2NC(=O)c2cccc(Cl)c2)n1	.	2%	.	11%
CN1CC(=O)N(CC(=O)Nc2ccc(F)cc2)c2ccccc2C1=O	.	0%	?	-1%
CCCCn1c(=O)nc2n(-c3ccc(Br)cc3)c3ccccc3cc-2c1=O	-13%[10.9 µM]	23%	0.6%	18%
N#Cc1ccccc1OC[C@H](O)CNCCNC(=O)Nc1ccccc1	-25%	-1%	0.6%	6%
COc1ccccc1CN1CC2(CCN(S(=O)(=O)c3ccccc3)CC2)C1	.	2%	-0.1%[11.4 µM]	-6%
COc1ccc(-c2cc(C(=O)Oc3cccc(C)c3C)c3ccccc3n2)cc1	-9%[10.9 µM]	-16%	6.1%	-12%
CCOC(=O)N1CCC(NC(=O)Cn2c3ccccc3c3cn[nH]c(=O)c32)CC1	-7%	-7%	2.1%	-1%
CCC(=O)N1CCCc2cc(S(=O)(=O)N3CCC(C(=O)Nc4ccccc4CC)CC3)ccc21	-13%[10.9 µM]	-4%	1.4%	-4%
Cc1ccc(NC(=O)CSc2n[nH]c(-c3ccncc3)n2)cc1C	-15%	2%&24%	2.5%&-2.4%	8%&18%
CC1CCN(C(=O)CSc2nnc(CSc3ncccn3)n2C)CC1	-9%	7%	0.0%	-3%
COc1ccc(N2CCSC2C(=O)NN)cc1 (configuration not stated)	.	44%[activator]	.	11%
Cc1ccc2c(c1)c(C)c(C)n2CC(O)CN1CCOCC1 (configuration not stated)	-6%	-9%	1.1%	5%
CC(=O)N[C@@H](CC(C)C)C(=O)O	0%[16.8 µM]	0%[20.6 µM]	2.2%[25.6 µM]	2%[20.6 µM]
CCCc1ccc(OCc2ccc(C(=O)N3CCN(c4ccccn4)CC3)o2)c(OC)c1	-30%	-3%	?	6%
O=C(NCCCN1CCN(c2ccc(F)cc2)CC1)c1sc2ncccc2c1-n1cccc1	-12%[10.9 µM]	-21%	?	-12%
COC(=O)NC(CC(C)=O)c1ccco1 (configuration not stated)	.	-3%[9.22 µM]	.	-2%[9.22 µM]
O=C(O)CCC(=O)N1CCc2cc(S(=O)(=O)N3CC=C(c4ccccc4)CC3)ccc21	-9%	12%	1.6%	12%
Cc1cccc(N(CC(=O)NC2CCCC2)C(=O)CCCC(=O)Nc2ccccn2)c1	?	14%	1.7%	1%
COc1ccc(Cc2c(O)nc(SCC(=O)N3CCCCCC3)[nH]c2=O)cc1	.	21%	.	13%
COc1ccc(C(=O)CSc2nnc(CNc3ccc(C)cc3C)n2Cc2ccco2)cc1	-19%	-3%	9.6%	8%
COC(=O)[C@@H]1C[C@H]1[C@@H](NC(C)=O)c1ccccc1	4%	-7%	.	-13%
O=C(CN1CCC(n2nnc3cc(F)ccc32)CC1)N1CCCc2ccccc21	-19%	-6%	0.5%	-4%
O=C(NCc1ccc(F)cc1)C1CCCCN1S(=O)(=O)c1ccc(F)cc1 (configuration not stated)	8%[10.9 µM]	-17%	?	2%
COC(=O)c1ccc(OCC(O)Cn2nnc3ccccc32)cc1 (configuration not stated)	-6%	-1%	-1.3%	-4%
CC(=O)c1cccc(NC(=O)Cn2cc3c(n2)CCCC3)c1	1%	4%	0.5%	7%
O=C(Nc1ccc(-n2nncc2-c2ccco2)cc1)c1cccc(F)c1	-9%	0%	?	7%
COc1ccc(Cl)cc1NC(=O)CN(c1ccccc1)S(=O)(=O)N(C)C	-13%	-10%	?	-9%
Cc1csc(SCC(=O)N2CCN(S(=O)(=O)c3ccc(Cl)cc3)CC2)n1	13%	-6%	1.0%	-4%
CCOC(=O)C1CCN(C(=O)CNS(=O)(=O)c2ccc(Br)s2)CC1	11%	-4%	-1.5%	0%
Cc1ccc(S(=O)(=O)Nc2ccc3nc(-c4cccc(Cl)c4)oc3c2)cc1	-13%[10.9 µM]	?	?	?
CCCCN(CCCC)CCNC(=O)c1cc(=O)[nH]c2ccc(S(=O)(=O)N3CCCCCC3)cc12	-14%[10.9 µM]	-11%	-1.3%	-1%
Cc1cccc(NC(=O)c2sc3nc(-c4ccccc4)cn3c2C)c1C	-5%[10.9 µM]	-6%	2.9%	-10%
Cc1ccc2nc(-c3cccs3)c(Nc3c(C)cccc3C)n2c1	-11%[10.9 µM]	19%	?	-4%

# Arranged by SMILES length (ascending): 15 of the compounds above
smiles	Peg3 imprint	p53ts 39C tox	IkB sig inh	p53ts 32C tox
COC(=O)NC(CC(C)=O)c1ccco1 (configuration not stated)	.	-3%[9.22 µM]	.	-2%[9.22 µM]
COC(=O)c1ccc(OCC(O)Cn2nnc3ccccc32)cc1 (configuration not stated)	-6%	-1%	-1.3%	-4%
CC(=O)c1cccc(NC(=O)Cn2cc3c(n2)CCCC3)c1	1%	4%	0.5%	7%
Cc1ccc2nc(-c3cccs3)c(Nc3c(C)cccc3C)n2c1	-11%[10.9 µM]	19%	?	-4%
Cc1cccc(NC(=O)c2sc3nc(-c4ccccc4)cn3c2C)c1C	-5%[10.9 µM]	-6%	2.9%	-10%
O=C(Nc1ccc(-n2nncc2-c2ccco2)cc1)c1cccc(F)c1	-9%	0%	?	7%
COC(=O)[C@@H]1C[C@H]1[C@@H](NC(C)=O)c1ccccc1	4%	-7%	.	-13%
CCOC(=O)C1CCN(C(=O)CNS(=O)(=O)c2ccc(Br)s2)CC1	11%	-4%	-1.5%	0%
O=C(CN1CCC(n2nnc3cc(F)ccc32)CC1)N1CCCc2ccccc21	-19%	-6%	0.5%	-4%
COc1ccc(Cc2c(O)nc(SCC(=O)N3CCCCCC3)[nH]c2=O)cc1	.	21%	.	13%
Cc1csc(SCC(=O)N2CCN(S(=O)(=O)c3ccc(Cl)cc3)CC2)n1	13%	-6%	1.0%	-4%
Cc1ccc(S(=O)(=O)Nc2ccc3nc(-c4cccc(Cl)c4)oc3c2)cc1	-13%[10.9 µM]	?	?	?
COc1ccc(C(=O)CSc2nnc(CNc3ccc(C)cc3C)n2Cc2ccco2)cc1	-19%	-3%	9.6%	8%
O=C(O)CCC(=O)N1CCc2cc(S(=O)(=O)N3CC=C(c4ccccc4)CC3)ccc21	-9%	12%	1.6%	12%
CCCCN(CCCC)CCNC(=O)c1cc(=O)[nH]c2ccc(S(=O)(=O)N3CCCCCC3)cc12	-14%[10.9 µM]	-11%	-1.3%	-1%
